# Screening data deposited in PubChem BioAssay by Sanford-Burnham Center for Chemical Genomics.
# Apaf-1 inh: blocks human Apaf-1 apoptosome activity. 330,000 tested, 0.71% active. reconstituted apoptosome caspase-3 activity, DEVD-Rh110 fluorescence. inhibition, % at 20 µM; active = inhibition of at least 40% at 20 µM;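 also: plate controls were DMSO wells for no effect and DEVD-CHO caspase inhibitor wells for full effect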
#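 System: Apoptosome proteins | Medium: Hepes pH 7.5 with detergent and BSA | Also added: Cytochrome c trigger plus (Z-DEVD)2-Rh110 caspase-3 substrate | Incubation: 30 min compound preincubation, 50 min activation, room temperature | Detection: Rhodamine 110 fluorescence at Ex 480/Em 540 nm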
# Gli-Sufu block: Gli-Sufu pathway antagonism; Sufu-KO-LIGHT fibroblasts, Gli luciferase reporter luminescence; inhibition, % at 5 µM; 340,000 tested, 0.74% active; AID 588413;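 active = inhibition above about 55%, limit read from the data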;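 also: 0% = DMSO-treated cells and 100% = wells with medium but no cells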
# 697 NFkB inh: inhibitors of the PMA/ionomycin-induced NF-kB reporter in 697 B cells. 697 B-cell NF-kB luciferase reporter, 16 h. AID 435022. 330,000 tested, 0.33% active. inhibition, % at 4 µM; in the data active = inhibition above about 35%
# Jurkat NFkB inh: lowers PMA/ionomycin-induced NF-kB signal in Jurkat cells; PMA/ionomycin-induced NF-kB luciferase reporter, luminescence; inhibition, % at 4 µM; 330,000 tested, 0.53% active
# EBI2 block: blocks human EBI2 receptor beta-arrestin signaling; P32249; EBI2 beta-arrestin recruitment, luminescence, 7a,25-OHC stimulated; inhibition, % at 5 µM; 360,000 tested, 0.81% active; AID 651636; in the data active = inhibition above about 38%;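 also: enzyme fragment complementation signal reports receptor beta-arrestin coupling in cells; 0% = agonist plus DMSO wells and 100% = wells without agonist; some results beyond the cut were filed as inactive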
# CCR6 antagonist: CCR6 (human) receptor antagonism; P51684; CHO-K1 CCR6 PathHunter beta-arrestin, luminescence, CCL20-stimulated; inhibition, % at 20 µM; 340,000 tested, 0.49% active;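 active = compounds whose inhibition of the agonist-driven luminescence signal at 20 µM reaches about 50%, limit read from the data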;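 also: cells stimulated with CCL20 at 14 nM final; plate controls were DMSO with CCL20 for no effect and DMSO without agonist for full effect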
# Target sequence (P51684 whole entry, looked up): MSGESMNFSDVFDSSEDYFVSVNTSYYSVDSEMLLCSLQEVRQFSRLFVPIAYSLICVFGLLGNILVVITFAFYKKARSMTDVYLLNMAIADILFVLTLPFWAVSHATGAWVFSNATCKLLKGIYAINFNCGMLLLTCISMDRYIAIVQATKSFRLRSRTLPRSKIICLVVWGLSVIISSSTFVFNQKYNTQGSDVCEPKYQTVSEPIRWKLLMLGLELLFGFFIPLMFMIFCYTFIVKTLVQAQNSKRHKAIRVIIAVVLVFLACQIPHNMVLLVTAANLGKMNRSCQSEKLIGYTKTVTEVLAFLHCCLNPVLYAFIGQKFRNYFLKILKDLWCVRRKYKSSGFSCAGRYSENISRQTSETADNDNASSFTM
# SENP8 inh: blocks the human protease SENP8 | purified SENP8, Z-RLRGG-aminoluciferin cleavage, luminescence | inhibition, % at 10 µM | 330,000 tested, 1.2% active | AID 2540
# Target sequence (Q96LD8 whole entry, looked up): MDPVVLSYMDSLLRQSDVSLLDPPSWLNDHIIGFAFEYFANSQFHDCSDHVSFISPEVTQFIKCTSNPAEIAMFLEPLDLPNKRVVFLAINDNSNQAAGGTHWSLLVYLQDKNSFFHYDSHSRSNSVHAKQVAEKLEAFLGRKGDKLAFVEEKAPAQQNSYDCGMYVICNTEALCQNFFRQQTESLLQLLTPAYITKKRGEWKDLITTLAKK
# UBC13 inh: inhibitors of human UBC13 polyubiquitin chain formation. AID 485273. TR-FRET. P61088. inhibition, % at 20 µM. 330,000 tested, 0.47% active; in the data active = inhibition above about 45%, passing the limit was not always enough
# Target sequence (P61088 whole entry, looked up): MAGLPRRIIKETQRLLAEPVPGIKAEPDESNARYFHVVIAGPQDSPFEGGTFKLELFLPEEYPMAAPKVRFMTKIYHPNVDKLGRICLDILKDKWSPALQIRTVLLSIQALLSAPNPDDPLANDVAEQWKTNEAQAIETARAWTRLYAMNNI
# An asterisk follows results filed as active; / = not tested or not shown. Rule as the data show it, unless noted: active = inhibition above about 50%; inactive = the rest. A portion of the library. The share of hits here may be higher or lower than overall.
# Value order – Apaf-1 inh, Gli-Sufu block, 697 NFkB inh, Jurkat NFkB inh, EBI2 block, CCR6 antagonist, SENP8 inh, UBC13 inh
- O=C(O)COCC(=O)Nc1ccc2c(c1)oc1ccccc12
    2.2, 2.2, 9.7, 19.8, -7.1, -1.6, -9.4, -0.8
- CCc1nnc(NC(=O)CSc2nc3cc(OC)c(OC)cc3cc2C)s1
    16.7, 8.9, 15.5, 3.9, 3.0, 7.3, -7.7, 1.8
- CN(C)C(=O)/C(=C/c1ccc(-c2cccc([N+](=O)[O-])c2)o1)NC(=O)c1ccccc1
    0.2, 2.0, -2.3, 2.8, -10.2, -5.1, 0.1, -2.9
- CCOC(=O)/C(C#N)=C/Nc1ccccc1NS(=O)(=O)c1ccc2c(c1)OCCO2
    5.3, -4.8, 8.8, -1.4, -8.1, 9.2, -2.9, -8.3
- Cc1nc2ccc(S(=O)(=O)NC(C(=O)N3CCn4c3nc3ccccc34)C(C)C)cc2s1 (stereo not drawn)
    -7.5, 5.2, 17.0, 3.3, 2.1, 7.6, 5.4, 3.0
- Cc1ccc(NC(=O)c2ccccc2-c2cc(C)no2)cc1
    -3.9, 1.6, 16.0, -2.3, -0.6, 4.6, -0.5, 5.2
- Cc1ccc(C2=NN(S(=O)(=O)c3ccccc3)C(c3ccco3)C2)cc1 (stereo not drawn)
    0.1, 5.3, -10.6, -2.7, -3.3, 16.9, 1.2, 3.2
- CCN1C(=O)C(O)(CC(=O)c2ccccn2)c2ccccc21 (stereo not drawn)
    1.7, 4.3, 3.6, 6.0, -2.9, -9.6, -0.2, 6.2
- COc1ccc(-c2csc(Nc3ccc(S(=O)(=O)Nc4cc(C)on4)cc3)n2)cc1C
    20.6, -1.6, 7.5, 22.2, 0.1, 7.0, 4.2, -18.6
- Cc1cc(CN(C)C(=O)c2cc(COc3ccc(F)cc3Cl)on2)n[nH]1
    -2.2, -45.1, -14.6, -48.3, -2.6, 3.6, -2.7, 4.2
- O=C(Nc1ccc2c(c1)OCO2)O[C@@H]1C[C@H]2CCCC(=O)N3CC[C@@H](C1)[C@@H]23
    -7.2, -0.5, 14.4, 4.2, -21.9, 1.1, -2.0, -4.3
- COCCN(C(=O)c1cc(-c2ccncc2)nc2ccccc12)c1c(N)n(CC(C)C)c(=O)[nH]c1=O
    0.9, -18.5, 10.4, 12.8, -5.0, 8.0, -2.7, -0.8
- COC(=O)c1ccc(CN2CCCC(CO)(Cc3ccc(F)cc3F)C2)cc1 (stereo not drawn)
    8.2, 7.1, -35.4, -5.8, 8.7, 5.5, -7.5, 7.0
- COc1ccc(CCC(C)NC(=O)Cc2ccc(OC)c(OC)c2)c(OC)c1 (stereo not drawn)
    -0.8, -1.0, -21.3, -10.2, 6.9, -1.0, -3.1, -9.5
- COC(C[C@@H](O)C[C@H](O)COCc1ccccc1)OC
    2.1, -11.4, 5.2, 3.5, -12.6, -1.9, -4.7, 2.5
- Cc1cccc(Oc2c(C=O)c3ccccc3n2C)c1
    18.3, 4.9, -35.7, -11.5, 3.2, 29.4, 8.2, 18.5
- CCOc1ccc(C(=O)Nc2ccc(S(=O)(=O)NCC3CCCO3)cc2)cc1OCC (stereo not drawn)
    5.1, 7.0, -10.8, 5.9, 1.6, 13.2, -1.7, -2.6
- COc1ccc(Cl)cc1C(=O)Nn1c(-c2cccs2)nc2ccccc2c1=O
    18.0, 2.3, 3.2, -1.1, 11.8, 4.8, 1.3, -6.4
- O=C(CCNC(=O)c1ccc(Cl)cc1)Nc1ccc(S(=O)(=O)N2CCCCC2)cc1
    5.3, -0.8, -14.9, 20.4, 17.6, 16.5, -8.3, -3.8
- COc1ccccc1NC(=O)CCc1nc(-c2ccccc2F)no1
    4.0, -2.0, 3.0, -9.3, 0.8, 7.4, 7.1, 0.9
- Nc1n[nH]c(-c2ccccc2[N+](=O)[O-])n1
    -6.0, 0.1, 14.3, 4.4, -6.1, -1.9, -3.2, 0.6
- CSc1nc2c(c(=O)[nH]1)C(c1cccc(Cl)c1)CC(=O)N2 (stereo not drawn)
    -6.8, 1.5, 10.2, 0.5, 2.9, -11.1, 0.4, 3.4
- CS(=O)(=O)N(CC(=O)Nc1ccc(S(=O)(=O)N2CCOCC2)cc1)c1ccccc1Cl
    -1.1, 4.4, -4.0, 17.4, -4.0, 14.9, -0.9, 4.1
- CCOc1ccccc1NC(=S)NC(=O)CCCOc1ccc(Cl)cc1Cl
    -5.3, 64.8*, 8.2, -5.5, -4.9, 5.8, -10.0, -1.1
- CCOc1ccc2nc(Cl)c(/C=C/C(=O)c3ccco3)cc2c1
    9.6, -9.1, -12.5, 5.7, 5.7, 9.1, -6.6, -0.5
- Cc1ccccc1C1c2[nH]c3ccccc3c2C[C@H]2C(=O)N(c3ccccc3C(=O)NCCN3CCOCC3)C(=O)N12 (stereo partly drawn)
    3.4, -1.9, 14.7, -4.2, 15.0, 4.1, -0.9, 4.7
- Cc1ccc(NC(=O)Cn2cc(C(=O)C3CC3)c3ccccc32)cc1
    5.1, -10.6, -8.2, 5.1, -3.5, 6.0, -1.5, 6.4
- COCCNC(=S)NC12CC3CC(CC(C3)C1)C2
    -3.2, -4.5, 15.0, 1.2, 2.2, 1.6, 5.1, 4.2
- CN(C)c1cc[n+](CC[n+]2ccc(N(C)C)cc2)cc1
    1.3, -8.1, 10.3, 4.3, 1.1, 8.9, -12.0, 5.0
- COCCNC(=O)c1cc(Br)ccc1Cl
    2.4, -0.1, 9.4, -2.1, -6.3, -0.5, 6.6, 3.4
- Cc1cccc(-c2c(O)cc(=O)[nH]c2Cl)c1
    -15.6, -7.7, 10.0, -5.7, -8.4, 9.2, 6.0, 1.9
- Cc1nn(CCCC(=O)Nc2cnn(Cc3ccc(F)cc3)c2)c(C)c1[N+](=O)[O-]
    -8.6, -3.4, 14.3, 16.6, -7.9, 8.0, -0.8, 20.8
- COC(=O)c1ccc(COc2cccnc2[N+](=O)[O-])cc1
    5.6, -15.5, -10.0, -9.3, 5.0, 13.8, -0.7, 4.9
- CC(=O)NC(Cc1ccccc1C)C(=O)NC1CCN(c2ncccc2[N+](=O)[O-])CC1 (stereo not drawn)
    6.6, /, -4.1, 1.3, /, /, -3.0, -13.6
- Cc1c(C(=O)NCc2ccccn2)sc2nc(-c3ccc(F)cc3)cn12
    12.2, 7.2, -26.9, 1.9, -7.5, 3.0, -0.2, -9.5
- COc1ccccc1-c1nc(-c2ccc(C)nc2OC)no1
    8.2, -85.0, -66.3, -72.0, 2.6, 7.7, -1.2, 7.8
- C/C(=N\O)C(=O)NCCCn1ccnc1
    0.4, -6.8, 2.9, -4.5, -12.1, 4.4, 2.4, -9.6
- COCCC(=O)N1CCCC(C(=O)c2ccc(C(F)(F)F)cc2)C1 (stereo not drawn)
    -10.2, 1.1, -1.2, 6.6, -16.7, 2.3, -4.6, 6.5
- CNC(=O)/C(=C/c1ccc2c(c1)OCO2)NC(=O)c1ccc(Br)cc1
    5.2, 8.1, 10.2, 4.1, -15.7, -5.1, -1.5, 1.9
- NCCCCCc1nnc(SCC(=O)c2ccc(Cl)cc2)o1
    8.6, 3.8, 2.1, -3.3, -9.4, 8.1, -14.0, -1.3
- c1ccc2c(c1)nc1sccn12
    -1.7, -1.9, 9.3, -0.5, 4.7, 3.8, -4.4, -0.5
- COc1ccc(-c2nnc3c4ccccc4c(C)nn23)cc1S(=O)(=O)N1CCN(CCO)CC1
    7.4, 5.8, 0.1, -2.1, -1.1, 11.3, 3.0, 3.8
- Cc1ccc(NCN2C(=O)C3CC=C(Cl)CC3C2=O)cc1 (stereo not drawn)
    -7.6, 6.2, 4.0, 3.5, 5.5, -15.8, -0.3, 5.2
- COc1ccc2[nH]c(C)c(CCN3C(=O)C4CC=CCC4C3=O)c2c1 (stereo not drawn)
    -3.7, -1.3, 4.5, -2.2, 0.6, 14.0, 6.3, 7.1
- O=C(Cn1cnc2ccccc21)N/N=C/c1ccccc1
    7.9, -4.9, 9.4, 6.9, 8.1, -28.7, -8.0, 12.1
- Cc1ccccc1-n1ncc2c1CC(C)(C)CC2NC(=O)C1=CC(=O)CC(C)(C)O1 (stereo not drawn)
    -6.6, 4.7, -4.6, 4.2, 3.7, 7.3, -8.1, 2.4
- COc1ccc(C(=O)NCC(=O)OCC(=O)N2CCc3ccccc32)cc1
    -9.1, -4.3, 5.3, 3.0, -10.1, 10.6, -8.6, -0.2
- COc1ccc2c(C)cc(N3CCCCCC3)nc2c1
    6.2, 12.9, -7.2, 7.5, 13.0, 24.2, 2.8, 5.9
- CCc1ccc(S(=O)(=O)Nc2cc3c(cc2N2CCOCC2)n(C)c(=O)c(=O)n3C)cc1
    8.6, 8.7, -14.0, 9.2, 3.7, 4.1, -3.7, -12.3
- COc1cc(SC)ccc1C(=O)Nc1nccs1
    11.3, -77.9, -215.8, -112.5, 6.1, 2.3, 7.9, -4.3

# Looked up above.
# In CCR6 antagonist, O=C(Cn1cnc2ccccc21)N/N=C/c1ccccc1 has the entry -28.7
# In Apaf-1 inh, COc1ccc2[nH]c(C)c(CCN3C(=O)C4CC=CCC4C3=O)c2c1 (stereo not drawn) has the entry -3.7
# In EBI2 block, Cc1ccccc1-n1ncc2c1CC(C)(C)CC2NC(=O)C1=CC(=O)CC(C)(C)O1 (stereo not drawn) has the entry 3.7

# Remaining list, next part:
# Value order – Apaf-1 inh, Gli-Sufu block, 697 NFkB inh, Jurkat NFkB inh, EBI2 block, CCR6 antagonist, SENP8 inh, UBC13 inh
- CCN(C(=O)CSc1nc(N)cc(=O)[nH]1)c1c(N)n(Cc2ccccc2)c(=O)[nH]c1=O
    -9.2, -5.6, 18.2, 7.4, 2.2, 0.3, -1.3, -0.3
- COc1ccc(N=C2SCC(=O)N2c2ccc(OC)cc2)cc1
    -23.1, 1.5, -15.0, 17.3, -17.3, 0.5, -4.0, -3.9
- COc1ccc(NC(=O)/C(=C\c2ccncc2)NC(=O)c2ccccc2)cc1
    -6.0, -2.5, 4.1, -7.7, -15.4, 5.0, 0.0, -7.9
- COc1ccc(OC)c(NS(=O)(=O)c2ccc3c(c2)C(C)(C)C(=O)N3C)c1
    -4.5, -11.8, 7.3, -8.6, -2.3, -2.1, -9.9, -7.8
- COc1cc(C(=O)N(C)CC2CCN(CCc3cccc(C(F)(F)F)c3)CC2)ccc1C
    10.8, 57.8*, -7.2, 4.3, 10.0, 17.8, -5.4, 1.3
- CC(=O)c1sc(NCc2ccc(C)cc2)nc1C
    2.2, -69.3, -90.8, -100.1, -8.2, 18.8, 0.3, 3.9
- O=C(CSc1nnc(Cn2c(=O)sc3ccccc32)n1-c1ccccc1)N1CCOCC1
    -2.4, 21.2, 1.5, 0.1, 4.4, -3.1, 1.9, 1.7
- S=C(Nc1ccc2nc(-c3ccccn3)c(-c3ccccn3)nc2c1)N1CCCCCC1
    24.5, 1.2, -11.8, -9.1, -4.4, -1.6, -1.0, -12.4
- COc1ccc(/C=C(/NC(=O)c2cccs2)C(=O)NCc2ccco2)cc1OC
    5.1, 5.9, -4.2, -1.8, -14.8, 11.1, -1.9, -7.5
- CCCN(CC(=O)Nc1cccc(S(N)(=O)=O)c1)CC(=O)Nc1ccc(F)c(F)c1F
    -4.1, 1.7, 17.0, 3.3, -5.8, 14.0, 5.2, 7.8
- CCOc1ccc(C(=O)Nc2nnc(NC(=S)Nc3ccccc3)s2)cc1
    -20.9, -15.2, -64.4, -11.3, 4.0, 18.7, 5.1, 14.2
- COc1cccc(N2CC(C(=O)Nc3ccc(C(=O)OC(C)C)cc3)CC2=O)c1 (stereo not drawn)
    16.9, -0.8, 20.8, -5.8, 12.7, 15.2, -4.1, 5.5
- Cc1cccc(C(=O)Nc2ccc(N3CCN(C(=O)c4ccco4)CC3)cc2)c1
    5.7, -22.2, 6.6, 14.2, -1.6, 4.7, 0.8, 6.3
- Cc1c(-c2ccccc2)oc2c(C(=O)OCC(=O)Nc3cccc(F)c3)cccc2c1=O
    4.4, 6.3, -25.3, -5.1, -6.6, 4.8, -2.6, 4.9
- [N-]=[N+]=CC(=O)CCCN1C(=O)c2ccccc2C1=O
    6.5, 6.6, 9.2, -0.3, 1.1, -4.0, -2.6, -0.1
